Compound activity: PubChem BioAssay, National Center for Advancing Translational Sciences (NCATS)
Mm-Cpn inhibitor = M. maripaludis TRiC chaperonin inhibition; purified Mm-Cpn ATPase, ADP Transcreener TR-FRET; Potency, µM (top dose mostly 76.9 µM), without a hit: at the top dose activity, negative = inhibition, usual class: inhibitors; 330,000 compounds, 0.031% hits; AID 504842; further: potency means the concentration at half of the fitted maximal effect; on the % scale 0 is the no-effect control and ±100 the full control effect; nearly all actives have a fitted effect of over 80% in size
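ATP (10 uM final) was added to archaeal chaperonin (25 nM final) after 10 min exposure to test compound at 37°C; after 30 min further incubation, ADP was detected by competitive TR-FRET.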
Nrf2 block = Nrf2 pathway inhibition. Potency, µM (highest dose often 46 µM), inactives show at the top dose activity change, negative = inhibition, most hits filed as inhibitors. 360,000 compounds, 2.1% hits. AID 504444. A549 ARE-Fluc reporter, luciferase luminescence, 18-24 h; further: potency means the concentration at half of the fitted maximal effect; on the % scale 0 is the no-effect control and ±100 the full control effect; nearly all actives have a fitted effect of over 60% in size
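A549 ARE_Fluc cells (5000/well, 5% FBS OPTI-MEM) pre-incubated 2 h, then treated with compounds 18-24 h at 37C/5% CO2 in concentration-response. CellTiter-Fluor viability read first; BugLite luciferase luminescence after 15 min at room temperature gives Nrf2 activity.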
Abeta rescue = compounds reversing amyloid beta toxicity in yeast; 410,000 compounds, 0.063% hits; yeast expressing A-beta42, growth rescue, OD600, 48 h; response scale: 0% DMSO, 100% iron-clioquinol control; Potency, µM (highest dose often 46.1 µM), for inactives: top-dose growth rescue, most hits filed as activators; further: potency means the concentration at half of the fitted maximal effect; nearly all actives have a fitted effect of over 55% in size
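Yeast A-beta toxicity model in growth medium with pinned compounds, 48 h at 30 C; growth read as absorbance at 600 nm. Normalized to FeCl3/clioquinol equimolar mix (positive) and DMSO (negative).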
pAkt inh = blocks phosphorylation of Akt; AID 651550; activity change, % for hits at 50 µM; Neuro2A IGF-stimulated pAkt S473 HTRF, 20 min; hits give low values; 360,000 compounds, 0.32% hits; in the data active means activity change below about -80%; inconclusive means mostly about -51% to -80%; further: on the % scale 0 is the no-effect control and ±100 the full control effect
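Neuro2A cells (4,500/well, DMEM with 0.5% FBS) were treated with compound at a single 50 µM final concentration, stimulated with 6 nM IGF for 20 min at 37 °C, and lysed. Phospho-Akt Ser473 was read by HTRF as 665/615 ratio ×10^4.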
Nrf2 activator = activates Nrf2 signaling; 410,000 compounds, 0.31% hits; AREc32 ARE-luciferase reporter (MCF7-derived line), luminescence, 24 h; Potency, µM (highest dose often 46.1 µM), for inactives: at the top dose activation, most hits filed as activators; further: potency means the concentration at half of the fitted maximal effect; % of control where 0% means no effect; nearly all actives have a fitted effect of over 65% in size
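Quantitative high-throughput format: AREc32 reporter cells, 1000 per well, received compound by pin transfer and were incubated 24 hr at 37 deg C, 5% CO2, before Steady-Glo luminescence detection.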
CCT chaperon mod = modulators of cytosolic chaperonin (CCT/TRiC) activity; purified chaperonin ATPase assay, HTRF ADP detection, 30 min; activity change, % (concentration not given with the values), hits read low; 360,000 compounds, 0.3% hits; AID 651819; in the data active means activity change below about -30%; further: on the % scale 0 is the no-effect control and ±100 the full control effect
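TRiC (40 or 20 nM final, by batch activity) in 30 mM Tris pH 7.4, 100 mM KCl, 5 mM MgCl2, 1 mM DTT was treated with compound at 76 uM single dose, then 10 uM ATP, 30 min at 37 °C. ADP was read by HTRF Transcreener.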
TGFb SMAD3 inh = TGF-b pathway inhibition. 410,000 compounds, 1.2% hits. AID 588855. Potency, µM (series often up to 46.1 µM), without a hit: top-dose activity, negative = inhibition, actives largely listed as inhibitors. HepG2 CAGA-GFP TGF-b/SMAD3 reporter, GFP fluorescence, 18 h; TGF-beta stimulated, 500 pg/mL final; further: potency means the concentration at half of the fitted maximal effect; on the % scale 0 is the no-effect control and ±100 the full control effect; nearly all actives have a fitted effect of over 65% in size
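HEPG2 CAGA-GFP cells (1000/well, DMEM with 1% FBS) were pre-incubated 2 h at 37 degrees C, given compound by pin tool, then stimulated with TGF-beta at 500 pg/mL final for 18 h before per-cell GFP fluorescence imaging.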
HepG2 viability = HepG2 cytotoxicity, counter-screen for TGF-b inhibitors. HepG2 CAGA-GFP viability, ATP luminescence, 18 h. 410,000 compounds, 0.76% hits. Potency, µM (doses to about 46.1 µM), without a hit: top-dose activity change, negative = cytotoxicity, usual class: cytotoxic; further: potency means the concentration at half of the fitted maximal effect; some results filed as inactive show a strong effect at the top dose
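CellTiter-Glo luminescence gave cytotoxicity after 18 hours at 37 degrees C. The cells were HepG2 CAGA-GFP in 1% FBS DMEM, stimulated with 500 pg/mL TGF-beta after compound addition. %Activity was normalised to no-cell wells (complete cell-killing) and DMSO (no toxicity), and curves were fitted and classified.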
A549 tox = kills or reduces viability of A549 cells in Nrf2 counter-screen; A549 ARE-Fluc cells, CellTiter-Fluor viability, 18-24 h; Potency, µM (series often up to 46 µM), inactives show at the highest dose activity change, negative = cytotoxicity, most hits filed as inhibitors; 390,000 compounds, 0.16% hits; AID 504648; further: potency means the concentration at half of the fitted maximal effect; on the % scale 0 is the no-effect control and ±100 the full control effect
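A549 ARE-Fluc cells in 5% FBS OPTI-MEM, 5000 cells/well, rested 2 h then exposed to compounds in concentration-response for 18-24 h at 37 °C. Viability by CellTiter-Fluor fluorescence (Ex 405/Em 525) after 30 min; luciferase luminescence (BugLite, 15 min, RT) read afterwards.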
* marks the source's active call; other numbers are inactive results; i = inactive; ? = inconclusive; . = not tested or not shown; & = joins results of further samples; [ ] = another dose, or the depositor's remark. Unless noted, the call rests on the fitted dose curve; in most records, active means well fitted curve in the direction sought with a large enough effect; inconclusive means small, poorly fitted or top-dose-only effect, or another doubt; inactive means no such curve, though single readings can be large; an effect the other way counts as inactive or inconclusive.

SMILES	Mm-Cpn inhibitor	Nrf2 block	Abeta rescue	pAkt inh	Nrf2 activator	CCT chaperon mod	TGFb SMAD3 inh	HepG2 viability	A549 tox
O=C(NC1CCCC1)C(c1cccnc1)N(C(=O)c1ccco1)c1ccc(F)cc1 (stereo not given)	2%	1%	-4%	i	0.1%	0.3	0%	4%	-5%
O=C(N/N=C/c1ccc(Cl)c([N+](=O)[O-])c1)c1ccc2nc[nH]c2c1	4%	-4%	16%	i	4.7%	-2.8	1%	-7%	-10%
COc1cccc(Nc2nc(-c3ccc(O)cc3)cs2)c1	-2%	26%	-95%[inhibitor]	i	?	2.9	?	-50%	8%
Cc1ccc(-c2nc(CSc3nc4ccccc4c(=O)n3CCO)cs2)cc1	-12%	-26%	-9%	i	2.5%	-1.4	-7%	9%	2%
CCCc1sc(N/N=C/c2ccccn2)nc1-c1ccc(F)cc1	2%	?	-52%[inhibitor]	i	11%	-0.2	11µM*	-106%	?
CC(C)(C)OC(=O)NN1CC(=O)N2Cc3[nH]c4ccccc4c3C[C@H]2C1=O	0%	-14%	2%	i	0.2%	-2.4	6%	-3%	-4%
CCOC(=O)c1ccc(Nc2cc(-c3ccccc3)nc(C)n2)cc1	.	-6%	6%	.	3.6%	.	-3%	-15%	12%
CCOC(=O)N1CCN(S(=O)(=O)c2ccc(OC)c3ccccc23)CC1	-2%	-14%	?	i	-0.2%	-0.6	0%	-30%	-7%
COC(=O)c1ccccc1NC(=O)Nc1cccc(C)n1	2%	20%	2%	i	-1.2%	-0.9	-1%	8%	-2%
Cc1cc(C(=O)CN2C(=O)CN(C)C2=O)c(C)n1-c1cccc(S(=O)(=O)N2CCOCC2)c1	1%	?	2%	i	-0.7%	-2.4	-2%	-2%	7%
Cc1ccc(NC(=O)CCCn2nc(C)c3c(C)n(-c4ccccc4)nc3c2=O)c(Cl)c1	1%	?	2%&7%	i	-0.6%&0.6%	-0.4	-1%&-12%	1%&11%	-5%&4%
Cc1cccc(OCC(=O)NCC2CCCO2)c1C (stereo not given)	0%	18%	-6%	i	-0.1%	-1.3	-14%	0%	12%
Cc1cccc(NC(=O)C(Cc2ccccc2)n2cccc2)c1C (stereo not given)	.	5%	-7%	.	0.3%	.	-2%	-16%	4%
CCOC(=O)Cc1c(C)c2c(O)cc(O)cc2oc1=O	-11%	.	-23%	i	2.0%	-0.1	6%	1%	?
CCOC(=O)c1ccc(NC(=O)CSc2nc(C)nc3c2c(=O)n(C)c(=O)n3C)cc1	1%	-17%	2%	i	-1.4%	-1.6	8%	-17%	5%
O=C(Cc1c[nH]c2ccccc12)OCC(=O)c1ccccc1	-2%	8%	9%	i	3.3%	-8.9	9%	5%	1%
COc1ccccc1C(=O)Nc1ccc2c(c1)OCO2	1%	?	-19%	i	4.2%	1.7	-10%	-43%	-4%
CCOC(=O)COc1coc(CN2CCN(c3ccccc3)CC2)cc1=O	-3%	0%	8%	i	-1.0%	-0.3	1%	-27%	1%
CCOc1cc(NS(=O)(=O)c2ccc(NC(C)=O)cc2)c(OCC)cc1NC(=O)C(C)C	0%	-5%	-4%	i	-1.1%	3.7	?	0%	-2%
O=C(NC1CCN(Cc2ccccc2)CC1)c1ccccc1NS(=O)(=O)c1ccc(F)c(F)c1	.	3%	6%	i	0.1%	-0.9	-19%	-21%	-14%
CC[C@]12c3[nH]c4ccc(Cl)cc4c3CCN1C(=O)[C@@H](CC(=O)NCc1cccc(C(F)(F)F)c1)C[C@@H]2C(=O)N1CCN(C(=O)c2ccco2)CC1	1%	?	6%	i	-1.4%	-2.8	13µM*	6%	?
CN(CC(=O)Nc1c(Cl)cccc1Cl)C(=O)CCCN1C(=O)c2ccccc2C1=O	0%	5%	20%	i	0.3%	0.9	-25%	0%	-7%
O=C(COc1cccnc1[N+](=O)[O-])Nc1ccc(Cl)c(S(=O)(=O)N2CCOCC2)c1	1%	-5%	1%	i	-0.1%	-1.2	8%	1%	-2%
O=C(CCl)Nc1ccc(N2CCCCCC2)cc1	-9%	1%	-20%	i	0.1%	-0.7	?	-47%	1%
CN1CCN(C2CCN(c3cccc(Cl)c3)CC2)CC1CCO (stereo not given)	0%	6%	-11%	i	0.1%	-1.4	7%	-10%	1%
CC(=O)NN1C(=O)c2ccc(Oc3cccc([N+](=O)[O-])c3)cc2C1=O	-5%	-9%	7%	i	-0.6%	-1.9	0%	-8%	1%
COc1ccc(NS(=O)(=O)c2cc(N/C(=N\S(=O)(=O)c3ccccc3)c3ccc(F)cc3)ccc2Cl)cc1	0%	?	12%	i	0.3%	1.4	?	0%	-19%
CC1(C)Cc2cccc(OCC(=O)Nc3ccc(OCC(N)=O)cc3)c2O1	3%	-7%	-6%	i	-0.1%	-2.0	-1%	-4%	-4%
Nc1nc(NCCc2ccccc2)nc(NCc2ccccc2)c1[N+](=O)[O-]	-3%	?	-10%	i	0.6%	-2.1	-13%	-26%	3%
CCOC(=O)C1(Cc2ccccc2)CCN(Cc2cccc3nccnc23)CC1	1%	-1%	9%	i	-0.4%	-1.3	-14%	-31%	1%
CC1SC(c2ccc(F)cc2)N(CCc2ccccc2)C1=O (stereo not given)	-2%	?	-23%	i	0.4%	1.9	-4%	-22%	13%
O=C(NCc1ccc(F)cc1)C1CCCN(C(=O)NCc2ccccc2)C1 (stereo not given)	-1%	4%	-3%	i	0.1%	0.3	-19%	5%	4%
CNC(=O)CCCc1nc(-c2ccccc2Cl)no1	0%	.	-3%	.	-0.6%	-1.7	0%	2%	0%
CC(/C=C/c1cccc([N+](=O)[O-])c1)=N/NC(=O)c1cccnc1	2%	-26%	-43%[inhibitor]	i	5.8%	0.8	?	-32%	-4%
CC(OC(=O)c1oc2ccccc2c1COc1ccccc1)C(N)=O (stereo not given)	1%	?	6%	i	-0.5%[9.22 µM]	1.6	-12%	-3%	-6%
CN1CCC(N(C)C(=O)Cc2ccccc2[N+](=O)[O-])CC1	3%	9%	2%	i	0.6%	-0.8	-1%	-43%	1%
CC(=O)OC(Cn1ccnc1)c1ccccc1 (stereo not given)	-4%	?	-5%	i	-0.3%	-0.8	-35%	-2%	-3%
COc1ccc(NC(=O)c2cc(S(=O)(=O)N(Cc3ccccc3)c3ccccc3)ccc2Cl)cn1	0%	?	0%	i	-0.5%	-1.0	15%	16%	-4%
CCOC(=O)N1CCN(C(=O)C[C@@H]2C[C@@]3(C(=O)OC)CCCCC=C3N(Cc3ccccc3)C2=O)CC1	.	.	1%	i	0.1%	-0.5	.	.	.
Nc1ncnc2oc(-c3ccco3)c(-c3ccco3)c12	-28%	15µM*	-44%[inhibitor]	i	17%	0.9	?	-37%	-20%

The closing 3 records of the part before open the next one:
SMILES	Mm-Cpn inhibitor	Nrf2 block	Abeta rescue	pAkt inh	Nrf2 activator	CCT chaperon mod	TGFb SMAD3 inh	HepG2 viability	A549 tox
COc1ccc(NC(=O)c2cc(S(=O)(=O)N(Cc3ccccc3)c3ccccc3)ccc2Cl)cn1	0%	?	0%	i	-0.5%	-1.0	15%	16%	-4%
CCOC(=O)N1CCN(C(=O)C[C@@H]2C[C@@]3(C(=O)OC)CCCCC=C3N(Cc3ccccc3)C2=O)CC1	.	.	1%	i	0.1%	-0.5	.	.	.
Nc1ncnc2oc(-c3ccco3)c(-c3ccco3)c12	-28%	15µM*	-44%[inhibitor]	i	17%	0.9	?	-37%	-20%
CCCNCC(O)COc1ccccc1C(=O)CCc1ccccc1 (stereo not given)	0%	19%	5%	i	1.1%	-0.6	17%	-28%	-7%
O=C(Nc1ccccc1C(F)(F)F)N1Cc2ccccc2Oc2ncccc21	.	?	5%	.	-0.6%	.	-8%	6%	0%
COc1ccc(NC(=O)CSc2n[nH]c(N)n2)cc1OC	0%	6%	4%	i	-0.5%	-1.5	-2%	-17%	2%
CCOc1ccc(CCNC(=O)CCc2nnc3ccc(N4CCOCC4)nn23)cc1	1%	4%	-3%	i	-0.7%	-1.5	24%	2%	-5%
Cc1ccc(S(=O)(=O)N(C)C)cc1NC(=S)NCCc1ccccn1	-1%	-10%	-18%	i	8.8%	0.8	-2%	-3%	-5%
CCOc1ccc(/C=C2/C(=O)N(c3ccc(OC)cc3)C(=S)N2CC(=O)OC)cc1OCC	1%	-26%	3%	i	-0.7%	-6.7	6%	-40%	-16%
CSCC(C)N1CCC(CO)(CCCc2ccccc2)CC1 (stereo not given)	-3%	-1%	-10%	i	-0.6%	1.3	39%[activator]	0%	-1%
COc1ccccc1NC(=O)Cn1c(=O)n(Cc2ccco2)c(=O)c2oc3ccccc3c21	.	9%	2%	.	0.8%	.	14%	-15%	-1%
CCCc1nnc(SCC(=O)N2CCCCC2C)n1CC1CCCO1 (stereo not given)	-2%	-17%	3%	i	-0.3%	-2.2	-3%	-8%	-5%
Cc1cnc(C)c(Nc2nc(C(N)Cc3ccc(F)cc3)cs2)n1 (stereo not given)	.	.	3%	i	4.8%	-1.3	?	-107%	.
CC(=O)Nc1cc(-c2ccc(C(=O)NC3CC3)cc2)cn2c(-c3cccc(C(C)=O)c3)cnc12	.	.	-4%	.	23%	1.0	-7%	-10%	.
Cc1ccc(NC(=O)CN2C(=O)C(c3ccc(C(C)(C)C)cc3)=NC2(C)C)cc1	.	20%	-34%[inhibitor]	.	3.7%	.	5%	-15%	0%
